Screening results from PubChem BioAssay.
CHRM5 antagonist – antagonists of human muscarinic M5 receptor (CHRM5); P08912; CHO-hM5 cells, Fluo-8 calcium fluorescence, ACh EC80; inhibition, % at 3 µM; actives 0.59% (n = 360,000); AID 624040;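 active means inhibition above a per-plate cutoff, the mean of that plate's test compounds plus 3 SD, cut at about 27% in these data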;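 further: 0% = acetylcholine EC80 with DMSO and 100% = DMSO without agonist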
M1 ag – agonists of human M1 muscarinic receptor | P11229 | AID 588814 | activation, % at 3 µM | actives 0.33% (n = 360,000) | CHO-K1 hM1, Fluo-8 calcium fluorescence, agonist mode; 0% DMSO, 100% acetylcholine EC100;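 active means activation above the run's mean compound activation plus 3 SD, cut at about 16% in these data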;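 further: peak over basal fluorescence ratio within a 140 s kinetic read after compound addition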
Target sequence (P11229 whole entry, looked up): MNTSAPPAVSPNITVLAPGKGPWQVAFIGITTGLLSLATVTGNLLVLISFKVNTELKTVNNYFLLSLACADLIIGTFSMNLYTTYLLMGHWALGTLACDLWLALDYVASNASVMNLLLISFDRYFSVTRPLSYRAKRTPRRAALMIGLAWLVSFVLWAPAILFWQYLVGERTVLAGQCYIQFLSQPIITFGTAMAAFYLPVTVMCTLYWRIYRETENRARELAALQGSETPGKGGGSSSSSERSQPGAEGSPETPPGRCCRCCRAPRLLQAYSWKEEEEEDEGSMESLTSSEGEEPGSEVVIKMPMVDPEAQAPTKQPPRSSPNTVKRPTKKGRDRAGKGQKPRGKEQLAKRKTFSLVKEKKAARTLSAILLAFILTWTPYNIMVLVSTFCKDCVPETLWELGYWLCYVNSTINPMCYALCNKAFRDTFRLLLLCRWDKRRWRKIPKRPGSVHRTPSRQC
CHRM5 PAM – positive allosteric modulators of human muscarinic M5 receptor | P08912 | CHO-K1 hM5, Fluo-8 calcium, ACh EC20 PAM; 0% = ACh EC20, 100% = ACh EC100 | activation, % at 3 µM | actives 0.3% (n = 360,000);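 active means activation above the run cutoff, the mean activation of all test compounds plus 3 SD, cut at about 18% in these data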
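System: CHO-K1 hM5 cells. Reagent: acetylcholine, EC20 level. Compound dosing: single dose, 3 µM nominal final test concentration. Timing: Post-acetylcholine fluorescence recording 140 s. Detection: Fluo-8 calcium fluorescence. Read-out: % activation, ACh-normalized. Benchmarks: ACh EC20 and EC100 wells. Repeats: singlicate, one well per test compound.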
CHRM1 PAM – positive allosteric modulators of human M1 muscarinic receptor. actives 0.088% (n = 360,000). activation, % at 3 µM. CHO-K1 hM1, Fluo-8 calcium fluorescence, ACh EC20; 0% = ACh EC20, 100% = maximal ACh. P11229; in the data active means activation above about 19%, passing the limit was not always enough
M1 antag – antagonists of human M1 muscarinic receptor; CHO-K1 hM1, Fluo-8 calcium fluorescence, ACh EC80 antagonist; actives 1.3% (n = 360,000); inhibition, % at 3 µM;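 active means percent inhibition above its own plate's cutoff, namely the mean of that plate's compound wells plus 3 SD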;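 further: peak over basal fluorescence ratio during 140 s after agonist addition; 0% = ACh EC80 plus DMSO and 100% = DMSO alone without agonist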
M4 antag – antagonists of human muscarinic M4 receptor (CHRM4). CHO-hM4 cells, ACh EC80, Fluo-8 calcium fluorescence. inhibition, % at 3 µM. actives 0.73% (n = 360,000);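 active means inhibition above its plate's cutoff, the mean inhibition of sample wells plus 3 SD, cut at about 27% in these data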;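 further: 0% = acetylcholine EC80 with DMSO and 100% = DMSO without agonist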
Target sequence (P08173 whole entry, looked up): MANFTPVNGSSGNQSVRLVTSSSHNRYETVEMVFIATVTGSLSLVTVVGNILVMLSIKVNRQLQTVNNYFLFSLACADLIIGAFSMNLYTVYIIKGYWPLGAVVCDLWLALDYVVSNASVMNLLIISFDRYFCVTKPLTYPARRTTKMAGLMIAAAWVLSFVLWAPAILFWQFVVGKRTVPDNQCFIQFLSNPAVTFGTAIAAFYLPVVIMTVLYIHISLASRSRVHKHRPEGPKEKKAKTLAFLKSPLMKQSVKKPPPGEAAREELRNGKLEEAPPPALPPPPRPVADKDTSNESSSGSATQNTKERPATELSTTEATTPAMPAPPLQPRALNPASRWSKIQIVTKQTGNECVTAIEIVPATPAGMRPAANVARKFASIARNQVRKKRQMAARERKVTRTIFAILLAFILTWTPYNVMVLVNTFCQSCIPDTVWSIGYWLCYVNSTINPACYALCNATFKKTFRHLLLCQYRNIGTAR
M4 ag – CHRM4 agonism in calcium assay | P08173 | CHO-K1 hM4/Gqi5, Fluo-8 calcium fluorescence; vehicle 0%, full acetylcholine response 100% | activation, % at 3 µM | actives 0.14% (n = 360,000) | AID 624127;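 active means activation above the run mean over all test wells plus 3 SD, cut at about 32% in these data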;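 further: peak over basal fluorescence ratio per well then scaled between controls; 0% = DMSO wells and 100% = acetylcholine at EC100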
CHRM5 agonist – CHRM5 agonism in calcium assay | activation, % at 3 µM | CHO-K1 hM5 cells, Fluo-8 calcium fluorescence; 0% DMSO wells, 100% maximal acetylcholine response | P08912 | actives 0.19% (n = 360,000);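 active means activation above the run's mean over test compounds plus 3 SD, cut at about 23% in these data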;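 further: signal is peak over basal fluorescence ratio across the kinetic read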
TAAR1 ag – agonists of human TAAR1; Q96RJ0; CHO RD-HGA16 TAAR1, Fluo-8 calcium fluorescence; vehicle wells 0%, saturating PEA agonist 100%; activation, % at 3 µM; actives 0.99% (n = 360,000); AID 624467;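 active means activation above the mean activation of all test compounds in the run plus 3 SD, cut at about 38% in these data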
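Test system: RD-HGA16 (CHO) cells co-expressing Gα16 and hTAAR1 | Doses: Single dose, 3 µM | Schedule: 17-24 h seeding, 75 min 37 °C dye, 30 min RT | Evaluation: % activation from peak over basal fluorescence ratio, DMSO-to-PEA scaled | Technique: Kinetic Fluo-8 calcium fluorescence | Benchmarks: Low control DMSO, high control PEA (EC100)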
* = called active by the depositor; / = no result given. An excerpt (hit frequency here may not be typical).

SMILES	CHRM5 antagonist	M1 ag	CHRM5 PAM	CHRM1 PAM	M1 antag	M4 antag	M4 ag	CHRM5 agonist	TAAR1 ag
O=C(Cc1ccc(Br)cc1)Nc1cccc(Cl)c1	25	-5	-17	-25	28	-3	23	-3	5
CNC(=O)CSc1nc2cccnc2n1-c1ccc(F)cc1	22	-3	-9	8	-13	5	0	-4	1
N[C@@H](Cc1ccccc1)c1nnc(SCc2ccccc2F)o1	-2	0	8	12	-11	-5	2	0	4
CCCn1c(SCC(=O)NCC2CCCO2)nc2c1c(=O)n(C)c(=O)n2C (stereo unspecified)	1	-3	-1	-8	14	-1	0	2	6
CCOc1cc(/C=C2\SC(=Nc3ccccc3)N(c3ccccc3)C2=O)ccc1OCC(=O)O	-1	-4	2	-6	17	10	2	6	2
CCOC(=O)CC(=O)CSc1nc2nc(C)cc(C)n2n1	7	-5	-1	-3	-4	3	1	-1	5
Cc1ccc(C(C(=O)NC2CCCCC2)N(CC2CCCO2)C(=O)CNC(=O)c2cccs2)cc1 (stereo unspecified)	5	-1	-8	-18	37*	1	1	2	3
Nc1nc(SCC(=O)Nc2ccc(Br)cc2F)n[nH]1	-5	-4	-2	-3	3	11	0	-1	7
O=C(NCCc1ccccc1F)C1CCCN(c2nc3ccccc3s2)C1 (stereo unspecified)	10	-5	-3	3	-2	10	10	-2	5
O=C(NC(=S)NCc1ccccc1)c1cccc([N+](=O)[O-])c1	8	1	-1	3	-4	1	-1	-4	-2
Cc1ccc(C)c(Cn2nnc3c(=O)[nH]c(C4CCCN(C(=O)c5cccs5)C4)nc32)c1 (stereo unspecified)	5	-6	2	3	-1	-6	4	-2	2
CCSc1nc2sc3c(c2c(=O)n1CC)CCC3	-8	-2	8	12	-10	-6	0	2	10
S=C(NCc1ccccc1)Nc1cccc2ccccc12	-3	-2	6	17	-16	-2	1	-4	1
CCOC(=O)C1CCN(C(=O)CCS(=O)(=O)c2ccc3c(c2)CCN3C(C)=O)CC1	-4	-2	3	10	-19	-3	1	-1	5
O=C(NCc1ccco1)[C@@H]1CSC2c3ccccc3C(=O)N21 (stereo partly specified)	-3	-1	1	4	-17	-13	1	-4	8
O=C(COC(=O)C12CC3CC(CC(C3)C1)C2)Nc1ncc(Cl)cc1Cl	-5	-5	7	-3	1	4	1	1	14
CCOC(=O)N1CCN(C(=O)COc2ccc3c(c2)C(=O)CC(C)(C)O3)CC1	4	-4	-6	7	-14	1	0	-2	1
Cc1ccc(/C(O)=C2\C(=O)C(=O)N(CC(C)O)C2c2cccc(F)c2)cc1 (stereo unspecified)	3	-3	3	4	-7	9	0	4	-2
Fc1ccc(NCc2nnc(SCc3nnc(-c4ccccc4)o3)n2CC2CCCO2)cc1 (stereo unspecified)	2	-3	-4	-1	0	-2	3	1	4
COc1ccc(CN(C(=O)c2cc(=O)c3ccccc3o2)C2CCS(=O)(=O)C2)cc1OC (stereo unspecified)	9	-2	-4	6	-10	2	2	-5	1

Brought forward from above: three compounds; new compounds follow.
SMILES	CHRM5 antagonist	M1 ag	CHRM5 PAM	CHRM1 PAM	M1 antag	M4 antag	M4 ag	CHRM5 agonist	TAAR1 ag
Cc1ccc(/C(O)=C2\C(=O)C(=O)N(CC(C)O)C2c2cccc(F)c2)cc1 (stereo unspecified)	3	-3	3	4	-7	9	0	4	-2
Fc1ccc(NCc2nnc(SCc3nnc(-c4ccccc4)o3)n2CC2CCCO2)cc1 (stereo unspecified)	2	-3	-4	-1	0	-2	3	1	4
COc1ccc(CN(C(=O)c2cc(=O)c3ccccc3o2)C2CCS(=O)(=O)C2)cc1OC (stereo unspecified)	9	-2	-4	6	-10	2	2	-5	1
CCOc1cc(CNCc2cccs2)ccc1OCC(=O)NC(C)(C)C	-1	-7	-1	-22	13	-5	5	-1	8
Cc1cc(C(=O)COC(=O)Cn2cnc3c2c(=O)n(C)c(=O)n3C)c(C)n1C	-3	-4	0	6	-5	7	0	0	10
COc1cccc(C2Cc3ccccc3C(=O)O2)c1 (stereo unspecified)	-6	-8	4	11	-10	11	0	-4	-2
COC(=O)[C@]1(C)N[C@H](c2ccc(-c3ccc(OC)cc3)cc2)[C@@H]2C(=O)N(C)C(=O)[C@@H]21	5	-3	1	8	-11	-12	3	3	7
COc1ccccc1/C=C(/CC(=O)NCc1ccc(F)cc1)c1nc2ccccc2s1	5	-6	-11	7	-3	-5	1	-1	-1
COc1cccc(CNc2nnnn2C)c1OC	5	-2	-1	13	-15	-8	0	-4	2
CCCSc1nnc(CN2CCOCC2)n1C	4	-2	2	5	2	3	0	2	3
CCOC(=O)C1(C)/C(=N/Nc2ccccc2OC)C(=O)C(=O)N1c1ccccc1 (stereo unspecified)	-2	-9	-4	6	-12	1	-1	-4	-3
Cc1nc2ccccn2c1C(=O)NNS(=O)(=O)c1ccc(C(C)(C)C)cc1	28*	-2	-17	-18	25	9	13	6	31
Nc1cc2c(cc1Cl)-c1ccccc1C2	7	-6	-8	-11	8	-7	0	-4	7
COc1cc(/C=C(\NC(C)=O)C(=O)Nc2ccc(NC(C)=O)cc2)ccc1OC(C)=O	-7	0	2	8	-7	16	1	0	1
Cc1ccc(C)c(N2N=C(C(=O)Nc3cccc(S(=O)(=O)N4CCCCC4)c3)CCC2=O)c1	11	7	7	7	-8	0	6	10	8
COCCCNC(=O)CSc1ccsc1[N+](=O)[O-]	-13	-3	8	11	-11	-9	1	3	2
COC(C/C=C/[C@@H](O)COCc1ccccc1)OC	15	-5	-2	10	-7	-3	1	0	1
Cc1ccc(CN2CCNC(=O)C2CC(=O)N(C)C2CCCCC2)o1 (stereo unspecified)	-1	-4	3	0	8	12	1	-1	-1
Cn1c(=O)oc2cc(S(=O)(=O)NCCC(=O)Nc3ccc4c(c3)OCCO4)ccc21	-5	-6	6	7	-2	-6	0	1	2
CC(C)N(NC(=O)c1cccc2ccccc12)C(C)C	14	-1	-3	1	12	-1	0	1	7
NC(=O)c1c(NC(=O)Cc2cccs2)sc2c1CCC2	7	-6	3	-1	-13	-1	1	-3	0
CCCn1nc(C(=O)NNC(=O)CCCOc2ccc(C)cc2)c2ccccc2c1=O	14	-5	-10	6	-5	0	1	-4	-1
Cc1cccc(Nc2nnc(SCC(=O)Nc3cccc(S(=O)(=O)N4CCCCC4)c3)s2)c1	9	-7	-10	-5	4	1	4	2	0
CC1=NNC(=O)C1C(c1ccc(F)cc1)C(C#N)C#N (stereo unspecified)	0	1	-2	2	2	3	1	0	12
COc1ccc(C(C)=NOC(=O)c2c(-c3ccccc3Cl)noc2C)cc1CN1CCOCC1	-1	-6	-3	-18	14	-2	5	-2	1
c1ccc(CCc2ccccc2-c2nc(-c3ccccn3)no2)cc1	3	-1	-10	3	0	-4	0	3	19
COc1ccc(OC)c(NC(=O)CCCC(=O)NC2CCCCC2)c1	-1	1	2	8	-6	-4	0	1	-1
COc1ccc(NC(=O)CN(C)S(=O)(=O)c2cnc[nH]2)cc1OC	-10	-1	3	6	-6	2	1	1	2
O=C(Cn1ccc(NC(=O)OCc2ccccc2)nc1=O)NCc1ccccn1	-4	-2	7	11	-9	-4	-1	4	13
COc1ccc(CCNC(C)C(=O)Nc2ccc(S(N)(=O)=O)cc2)cc1 (stereo unspecified)	16	-9	-1	3	-4	1	1	0	7
CN(C(=O)COC(=O)C12CC3CC(CC(C3)C1)C2)c1c(N)n(Cc2ccccc2)c(=O)[nH]c1=O	7	-3	0	-14	-4	1	1	3	1
O=c1[nH]c2ccc(S(=O)(=O)N3CCN(C4CCCCC4)CC3)cc2[nH]c1=O	-3	-4	-1	0	3	-14	2	0	2
CC[C@]12c3[nH]c4ccc(OC)cc4c3CCN1C(=O)C(CC(=O)NCc1ccco1)C[C@@H]2C(=O)N1CCN(C(=O)C2CC2)CC1 (stereo partly specified)	3	-4	1	10	-16	-1	0	0	2
Cc1ccc(C(=O)Nc2c[nH]c(=O)[nH]c2=O)cc1	7	-1	-5	-2	6	8	0	0	-1
CC(NC(=O)c1ccccc1NC(=O)c1ccco1)C(=O)O (stereo unspecified)	-2	-4	2	13	-10	5	0	-1	7
Cc1ccccc1/C=N/NC(=O)c1ccc(-n2cnnn2)cc1	7	-3	-4	-1	7	0	2	0	11
CCCCC[C@H]1CCCCC[C@@H](O)C[C@@H](O)[C@@H](O)/C=C/C(=O)O1	6	/	-7	/	/	-1	3	1	1
COc1ccc(CNC(=O)CCCn2ccc3cc(S(=O)(=O)N4CCCC4)ccc32)cc1	-12	-4	14	1	0	-13	5	1	0
COc1ccccc1CNc1ncccn1	4	-5	-1	6	-3	11	0	1	2

Five structures already listed, ordered by length of the SMILES, smallest number first.
SMILES	CHRM5 antagonist	M1 ag	CHRM5 PAM	CHRM1 PAM	M1 antag	M4 antag	M4 ag	CHRM5 agonist	TAAR1 ag
COc1ccccc1CNc1ncccn1	4	-5	-1	6	-3	11	0	1	2
Cc1ccc(C(=O)Nc2c[nH]c(=O)[nH]c2=O)cc1	7	-1	-5	-2	6	8	0	0	-1
c1ccc(CCc2ccccc2-c2nc(-c3ccccn3)no2)cc1	3	-1	-10	3	0	-4	0	3	19
COc1ccc(CNC(=O)CCCn2ccc3cc(S(=O)(=O)N4CCCC4)ccc32)cc1	-12	-4	14	1	0	-13	5	1	0
COc1ccc(C(C)=NOC(=O)c2c(-c3ccccc3Cl)noc2C)cc1CN1CCOCC1	-1	-6	-3	-18	14	-2	5	-2	1
